M. tuberculosis: growth inhibition of non-replicating M. tuberculosis (AID 488890). 320,000 compounds, 0.39% hits. inhibition, % at 25 µM; hits with a dose series show IC50 in µM. Mycobacterium tuberculosis non-replicating, growth inhibition; higher % means a stronger effect; in the data active = a potency from the dose series; inconclusive = inhibition mostly from about 82% at the one dose, without a potency; inactive = the rest, 99 in 100 with inhibition below about 76%;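 note: plate controls were DMSO cells for no effect and high antibiotic wells for full effect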
inhibitors of VEEV: inhibitors of VEEV TC-83 cytopathic effect, confirmation, Vero cells (AID 588727); Vero cells, VEEV TC-83 cytopathic effect inhibition; higher % means a stronger effect; one-dose inhibition, % at 20 µM; IC50 in µM for titrated hits; 350,000 compounds, 0.13% hits; in the data active = a potency from the dose series; inconclusive = inhibition mostly from about 14% at the one dose, without a potency; inactive = the rest, 99 in 100 with inhibition below about 12%; note: strong numbers were not always called active
influenza NS1A: H1N1 influenza NS1A inhibitors, functional cell based assay (AID 504329); NS1A functional cell-based assay, percent inhibition; higher % means a stronger effect; inhibition, % at 12.5 µM, or IC50 in µM where a hit was titrated; 340,000 compounds, 0.3% hits; in the data active = a potency from the dose series; inconclusive = inhibition above about 27% without an active follow-up result; note: strong numbers were not always called active
PhoP GFP inhibition: PhoP regulon inhibitors, Salmonella typhi PhoP promoter GFP reporter, confirmatory (AID 1850); Salmonella Typhi PhoP-promoter GFP reporter, fluorescence, 4 h; higher % means a stronger effect; one-dose inhibition, % at 50 µM; IC50 in µM for titrated hits; 310,000 compounds, 0.33% hits; in the data active = a potency from the dose series; inconclusive = inhibition mostly from about 25% at the one dose, without a potency; inactive = the rest, 99 in 100 with inhibition below about 19%;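 note: 0% = induced wells with vehicle and 100% = uninduced wells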
M. tuberculosis HTS: M. tuberculosis growth inhibition, HTS (AID 449762); 330,000 compounds, 0.59% hits; inhibition, % at 25 µM, or IC50 in µM where a hit was titrated; M. tuberculosis H37Rv growth inhibition, 7H9 media; higher % means a stronger effect; in the data active = a potency from the dose series; inconclusive = inhibition above about 70% without an active follow-up result;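 note: bacterial growth assessed after seven days of incubation; strong numbers were not always called active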
inhibitors of VEEV 10K pilot screen: also measured in inhibitors of VEEV; calls as there; inhibition, %; measured here: 10K pilot screen inhibition
* hit, by the source's call; i = inactive; ? = inconclusive; / = no result given.

SMILES | M. tuberculosis | inhibitors of VEEV | influenza NS1A | PhoP GFP inhibition | M. tuberculosis HTS | others
O=C(Nc1nc(-c2ccco2)c(-c2ccco2)s1)c1cnccn1 | -8% | / | / | -10% | ?
COc1ccccc1NS(=O)(=O)c1cccc(NC(=O)C(C)NC(=O)c2ccco2)c1 (stereo not given) | / | 2.1% | 7% | / | /
C=CCn1c(=N)n(CC(O)COc2ccc(OC)cc2)c2ccccc21 (stereo not given) | / | 1.8% | 13% | 1% | -3%
CCN(CC)CCNC(=O)c1ccc(NC(=O)c2cn(-c3ccccc3)nc2-c2cccs2)cc1 | 71% | i | 2% | -2% | 19µM*
CCCC(O)(c1ccc(Br)cc1)C(CN1CCOCC1)c1ccc(Cl)cc1 (stereo not given) | 12% | 2.1% | 2% | 3% | ?
CC1(C)CCc2cc(S(=O)(=O)N3CCN(S(=O)(=O)c4c(F)cccc4F)CC3)ccc2O1 | -4% | 0.4% | -3% | / | 5%
CC(C)Cn1c(N)c(C(=O)COC(=O)/C=C/c2ccccc2)c(=O)n(C)c1=O | -1% | 9.6% | 3% | -9% | 18%
COc1ccccc1C(=O)C1CCCN(C(=O)c2cc(C(C)C)no2)C1 (stereo not given) | 22% | 1.1% | -4% | -13% | 0%
CCOc1ccccc1C(=O)N1CCOCC1 | -10% | 0.4% | 3% | -2% | -2%
COc1cccc(NC(=O)C2C3C=CC4(O3)C2C(=O)N(CCCN2CCC(C)CC2)C4C(=O)NC2CCCCC2)c1 (stereo not given) | 13% | 0.8% | 12% | 8% | 0%
CCCCCCc1c(O)nc(SCCN2CCOCC2)[nH]c1=O | 9% | 1.4% | -15% | -3% | -4%
CC(=O)NC(CC(=O)NC1CCCCCC1)c1ccccc1 (stereo not given) | -11% | i | -10% | -3% | -1%
CCCS(=O)(=O)c1c(S(=O)(=O)CCC)c2ccc(C(N)=O)cn2c1C(=O)OC | -9% | i | 1% | 0% | 4% | inhibitors of VEEV 10K pilot screen=1.7
CC/C(O)=C1\C(=O)CCCC1=NCCc1c(C)[nH]c2ccc(C)cc12 | 15% | 5.8% | 13% | 6% | 4%
CCOc1ccc(OCC)c(NC(=O)CN(c2ccc(OC)cc2)S(=O)(=O)c2c(C)noc2C)c1 | 5% | 5.7% | -1% | 10% | 10%
COCc1nc2ccccc2n1Cc1ccccc1C | 9% | 0.2% | 6% | 2% | 2%
COc1ccccc1-n1c(-c2ccccc2)n[nH]c1=S | -1% | 0.9% | -3% | -1% | -10%
Cc1cc(C)n2nc(SCC(=O)N3CCN(c4ccccc4)CC3)nc2n1 | 23% | 3.2% | -20% | / | -5%
O=C(Nc1ccccc1OC(=O)c1ccccc1)c1ccccc1 | / | 9.9% | -6% | / | /
O=C(NCC(c1ccco1)N1CCc2ccccc2C1)C(=O)Nc1cc(F)ccc1F (stereo not given) | 18% | 0.9% | -15% | 4% | 51%

Part of the list above in order of SMILES length, smallest number first.
SMILES | M. tuberculosis | inhibitors of VEEV | influenza NS1A | PhoP GFP inhibition | M. tuberculosis HTS | others
CCCCCCc1c(O)nc(SCCN2CCOCC2)[nH]c1=O | 9% | 1.4% | -15% | -3% | -4%
Cc1cc(C)n2nc(SCC(=O)N3CCN(c4ccccc4)CC3)nc2n1 | 23% | 3.2% | -20% | / | -5%
CCCC(O)(c1ccc(Br)cc1)C(CN1CCOCC1)c1ccc(Cl)cc1 (stereo not given) | 12% | 2.1% | 2% | 3% | ?

Next entries follow.
SMILES | M. tuberculosis | inhibitors of VEEV | influenza NS1A | PhoP GFP inhibition | M. tuberculosis HTS | others
COc1ccc(C(=O)Nc2nc3ccc(S(C)(=O)=O)cc3s2)cc1 | 2% | 2.0% | 2% | -1% | 2%
O=C(CN1CCN(C(=O)CCC(=O)N2CCC(c3ccccc3)=N2)CC1)Nc1ccc(F)cc1 | / | 2.2% | 9% | / | /
O=C(c1cccnc1)N(Cc1ccccc1)C(=O)c1cccnc1 | / | 9.9% | 2% | / | /
Cc1c(Cl)cccc1NC(=O)Cn1c(CCC(=O)O)ccc1-c1ccc(Cl)cc1 | 21% | 1.0% | -5% | -4% | 3%
Cn1c(O)c(C=NCCCCCCCCCCC(=O)O)c(=O)n(C)c1=O | 17% | i | -1% | 2% | -2%
N#Cc1ccccc1S(=O)(=O)N1CCN(C(=O)C2CC(=O)N(c3ccc4c(c3)OCCO4)C2)CC1 (stereo not given) | 8% | 2.3% | 2% | / | -6%
COc1ccc(SN=C2C(C)=CC(=O)C=C2C)cc1 | ? | 7.4% | 24% | -4% | 12µM*
O=S(=O)(NCc1cccnc1)c1cccs1 | -4% | i | 5% | -2% | -11%
Cc1ccc2nc(SCC(=O)c3ccc4c(c3)NC(=O)CO4)[nH]c2c1 | 1% | 0.1% | -7% | 1% | 5%
CCOc1ccc(S(=O)(=O)Nc2ccccn2)c2ccccc12 | -5% | 0.5% | -1% | 0% | 9%
Cc1cc(C)n(-c2ccc(C(=O)Nc3nnc(C4CC4)s3)cc2)n1 | 5% | 3.2% | 3% | 12% | -5%
COc1ccc(-n2c(=O)[nH]cc(C(=O)Nc3ccc4c(c3)OCCO4)c2=O)cc1OC | 2% | 2.6% | -4% | -14% | -2%
Cc1cccc(C(=O)Nc2ccc(C(=O)N/N=C/c3cccc(C)n3)cc2)c1 | 5% | i | 5% | -6% | 3%
Cc1cc(NC(=O)C2CCCCC2C(=O)O)ccc1NC(=O)c1ccccc1 (stereo not given) | -4% | 2.7% | -14% | -2% | -2%
CCOC(=O)N1CCC(Nc2c(NCCCOC)c(=O)c2=O)CC1 | -9% | 2.2% | 22% | -4% | -6%
COc1ccc(S(=O)(=O)NNC(=O)Nc2ccc(F)cc2)cc1 | 3% | 1.8% | / | 9% | -2%
O=C(NC(=S)NCC1CCCO1)C(c1ccccc1)c1ccccc1 (stereo not given) | -3% | i | -1% | -4% | -2%
CCOC(=O)c1sc(N2C(=O)C(O)=C(C(=O)c3ccco3)C2c2ccc([N+](=O)[O-])cc2)nc1C (stereo not given) | 53% | 2.2% | -26% | 6% | -12%
Cc1ccc(-c2nnc(SCC(=O)NC3CCS(=O)(=O)C3)nc2-c2ccc(C)cc2)cc1 (stereo not given) | -4% | i | -3% | -7% | -7%
CCOC(=O)c1sc(SC)c2c1CCC/C2=N/OC | 3% | 0.8% | -7% | 3% | -1%
Cc1nnc(NC(=O)Cn2cnc3c2c(=O)n(C)c(=O)n3C)s1 | -7% | 3.4% | 5% | 6% | -3% | inhibitors of VEEV 10K pilot screen=0.1
CCc1ccc(NC(=O)C(=O)NNC(=O)c2ccc(OC)cc2)cc1 | ? | 1.3% | -3% | -7% | ?
Cc1ccc(OCC(=O)N2C(C)CCCC2C)c([N+](=O)[O-])n1 (stereo not given) | -5% | 4.5% | -12% | / | -2%
CCCc1cc2c(cc1NC(=O)c1ccc(C)cc1)OCO2 | -6% | 2.0% | -7% | -16% | -2%
COc1cc(C)ccc1OCCOCCOc1ccc([N+](=O)[O-])cc1 | 29% | 1.5% | 2% | -3% | 10%
CCOc1ccc(-c2nnc(-c3cccs3)o2)cc1 | ? | 3.3% | 2% | 3% | 13%
Cc1cc(Nc2ccccc2)c2c([N+](=O)[O-])ccc(C)c2n1 | 66% | 4.8% | 1% | 16% | 94µM*
O=c1ccc2cc(O[C@@H]3O[C@@H](CO)[C@H](O)[C@@H](O)[C@@H]3O)c(O)cc2o1 | -8% | 0.1% | -11% | -12% | 8%
C[C@H](NC(=O)c1ncn(C)c1C(=O)N[C@@H](C)c1ccccc1)c1ccccc1 | 6% | 1.9% | -5% | / | -11%
O=S(=O)(NCC1(N2CCOCC2)CCCCC1)c1ccc(Cl)cc1C(F)(F)F | 16% | 4.8% | -10% | -4% | 10%
CN(CC(=O)Nc1c(Cl)cccc1Cl)C(=O)C1=COCCO1 | -1% | 0.2% | -1% | 1% | 0%
CCCCNC(=O)c1sc(=S)n2c1[nH]c(=O)c1ccc(C(=O)NCCc3ccc(OC)c(OC)c3)cc12 | 36% | 11% | 4% | -9% | ?
CC(C)C(NC(=O)c1ccc(F)cc1)C(=O)NC1(C)CCS(=O)(=O)C1 (stereo not given) | 2% | 2.1% | -9% | / | -7%
CCOC(=O)C1=C(CC)OC(N)=C(C#N)C1c1ccc(OC)c(OC)c1OC (stereo not given) | 5% | 1.0% | -4% | -20% | 5%
CCC(=O)c1ccc(Oc2ccc(C(=O)c3ccc(C)cc3)cc2[N+](=O)[O-])cc1 | 2% | i | 3% | -1% | 2%
CSCc1ccc(C(=O)Nc2cc(C)cc(C)c2)cc1 | ? | 2.2% | -3% | 13% | 34%
Cc1cc(CNC(=O)C2CCC(=O)N(Cc3ccccc3F)C2)on1 (stereo not given) | -9% | 1.5% | -13% | 2% | 1%
CCN(C(=O)COC(=O)CCCN1C(=O)c2cccc3cccc(c23)C1=O)C1CCS(=O)(=O)C1 (stereo not given) | -2% | 2.6% | 0% | -1% | -3%
COC(=O)c1ccc(CNC(=O)c2ccc3oc(C(C)C)nc3c2)cc1 | 6% | 2.6% | 23% | -10% | -6%
O=C(Cc1c(F)cccc1Cl)NC1=NCCS1 | 9% | i | 6% | -4% | -8%
O=C(Nc1ccccc1)Nc1nc(-c2ccccc2)cs1 | -3% | 2.5% | 1% | -2% | 0%
C=CCn1c(C)cc(C(=O)CSc2nc(N)cc(N)n2)c1C | 25% | 1.4% | 16% | -3% | -4%
COc1ccc(OC)c(C(=O)NC(CC(N)=O)c2ccc(N3CCN(c4ccccc4)CC3)c([N+](=O)[O-])c2)c1 (stereo not given) | 4% | 0.3% | 14% | -2% | -7% | inhibitors of VEEV 10K pilot screen=0.9
COc1cc(Cl)cc(/C=N/NC(N)=O)c1O | i | 0.5% | 2% | 8% | 3% | inhibitors of VEEV 10K pilot screen=1.8
Cc1ccc(C)c(-c2csc(-c3cccnc3)n2)c1 | 73% | 4.0% | 5% | 1% | 13%
CN1CCOCCOCCN(C)C1=O | -2% | 5.1% | 10% | 3% | 2%
CCOc1cc(C(N)=O)cc(Br)c1OCC | 24% | i | 14% | -14% | 0%
CCn1cc(C(=O)NCCCOC(C)C)c(=O)c2cc(S(=O)(=O)N3CCOCC3)ccc21 | -1% | 0.3% | 16% | -1% | 3%
COCc1[nH]nc2c1C(c1ccc(OC)cc1)C(C#N)=C(N)O2 (stereo not given) | -11% | 3.0% | 8% | 31% | -10%
CCOC(=O)N/N=C/c1ccc(N2CCOCC2)s1 | / | 0.6% | 10% | 0% | 0%

Looked up by compound from the list above, 6 records:
SMILES | M. tuberculosis | inhibitors of VEEV | influenza NS1A | PhoP GFP inhibition | M. tuberculosis HTS | others
CN1CCOCCOCCN(C)C1=O | -2% | 5.1% | 10% | 3% | 2%
C=CCn1c(C)cc(C(=O)CSc2nc(N)cc(N)n2)c1C | 25% | 1.4% | 16% | -3% | -4%
CCn1cc(C(=O)NCCCOC(C)C)c(=O)c2cc(S(=O)(=O)N3CCOCC3)ccc21 | -1% | 0.3% | 16% | -1% | 3%
Cc1ccc(C)c(-c2csc(-c3cccnc3)n2)c1 | 73% | 4.0% | 5% | 1% | 13%
COc1cc(Cl)cc(/C=N/NC(N)=O)c1O | i | 0.5% | 2% | 8% | 3% | inhibitors of VEEV 10K pilot screen=1.8
COc1ccc(OC)c(C(=O)NC(CC(N)=O)c2ccc(N3CCN(c4ccccc4)CC3)c([N+](=O)[O-])c2)c1 (stereo not given) | 4% | 0.3% | 14% | -2% | -7% | inhibitors of VEEV 10K pilot screen=0.9
